# Bioassay records deposited in PubChem BioAssay by several laboratories.
# FBA Mtb inh = inhibitors of M. tuberculosis fructose-bisphosphate aldolase; P9WQA3; purified M. tuberculosis FBA, fluorescence read-out; inhibition, % at 1 µM; actives 2.3% (n = 360,000); AID 588726; in the data active = inhibition above about 27%;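 also: 0% = vehicle and 100% = reference inhibitor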
# Target sequence (P9WQA3 whole entry, looked up): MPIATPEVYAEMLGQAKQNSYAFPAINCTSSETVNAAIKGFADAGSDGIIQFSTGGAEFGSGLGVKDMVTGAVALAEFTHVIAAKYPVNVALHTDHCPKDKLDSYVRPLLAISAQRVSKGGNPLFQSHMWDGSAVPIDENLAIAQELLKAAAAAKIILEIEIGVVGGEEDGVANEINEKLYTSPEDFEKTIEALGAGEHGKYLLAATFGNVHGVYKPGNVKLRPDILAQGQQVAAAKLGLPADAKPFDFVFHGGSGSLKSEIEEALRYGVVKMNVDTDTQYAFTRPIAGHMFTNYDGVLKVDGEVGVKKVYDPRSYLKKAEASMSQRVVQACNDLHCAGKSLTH
# PrPC TRFRET = inhibitors of human cell surface prion protein PrPC; actives 0.43% (n = 370,000); TR-FRET read-out; AID 720596; P04156; inhibition, % at 13.8 µM; in the data active = inhibition above about 24%; also: 0% = median of the test wells and 100% = reference compound wells
# MazEF act = MazEF (E. coli) toxin RNase activation; activation, % at 20 µM; P0AE70; FAM/BHQ RNA-DNA oligo cleavage fluorescence, 5 h; actives 0.32% (n = 350,000); in the data active = activation above about 50%
# Target sequence (P0AE70 whole entry, looked up): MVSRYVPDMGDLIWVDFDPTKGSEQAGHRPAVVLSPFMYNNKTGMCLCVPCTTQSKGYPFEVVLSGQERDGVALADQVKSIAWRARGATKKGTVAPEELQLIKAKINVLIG
# BoNT F protease = BoNT F light chain protease inhibition; Multiplex microsphere protease cleavage assay, flow cytometry; inhibition, % at 10 µM; actives 0.22% (n = 360,000); AID 588497; in the data active = inhibition above about 35%, passing the limit was not always enough; also: plate controls were buffer without enzyme for full effect and enzyme alone for no effect
# Rv3671c protease = inhibits the M. tuberculosis serine protease Rv3671c; inhibition, % at 5.96 µM; actives 0.048% (n = 320,000); in the data active = inhibition above about 38%;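 also: extracellular domain of Rv3671c used as enzyme; 0% = enzyme with DMSO and 100% = no enzyme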
# Mtb BioA inh = inhibitors of Mycobacterium tuberculosis BioA enzyme; purified M. tuberculosis BioA enzyme, plate reader; inhibition, % at 9.99 µM; actives 0.096% (n = 360,000); in the data active = inhibition above about 40%
# Mtb UGM inh = inhibitors of M. tuberculosis UDP-galactopyranose mutase | purified UGM, fluorescence polarization probe displacement | AID 504406 | P9WIQ1 | actives 0.06% (n = 320,000) | inhibition, % at 10 µM; in the data active = inhibition above about 10%, passing the limit was not always enough
# Target sequence (P9WIQ1 whole entry, looked up): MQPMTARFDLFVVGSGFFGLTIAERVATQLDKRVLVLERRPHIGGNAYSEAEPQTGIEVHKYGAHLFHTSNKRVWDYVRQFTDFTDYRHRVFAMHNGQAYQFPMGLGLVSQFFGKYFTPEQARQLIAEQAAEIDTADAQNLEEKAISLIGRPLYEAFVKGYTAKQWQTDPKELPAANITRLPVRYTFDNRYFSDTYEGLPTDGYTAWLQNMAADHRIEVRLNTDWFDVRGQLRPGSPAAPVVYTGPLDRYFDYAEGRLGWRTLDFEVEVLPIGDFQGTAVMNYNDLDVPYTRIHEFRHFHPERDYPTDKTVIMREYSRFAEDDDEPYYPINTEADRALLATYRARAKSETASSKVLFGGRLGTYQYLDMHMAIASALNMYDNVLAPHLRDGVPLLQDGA
# GDH-TPI counter = inhibits GDH-TPI coupling enzymes, artifact for Mtb FBA screen | GDH-TPI coupled enzyme counterscreen, NADH absorbance | inhibition, % at 4.8 µM | actives 1.2% (n = 360,000) | AID 588335; in the data active = inhibition above about 30%;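 also: 0% = DMSO wells and 100% = wells lacking the enzyme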
# FadD28 FP inh = inhibitors of Mycobacterium tuberculosis FadD28 bisubstrate binding; FadD28 bisubstrate probe binding, fluorescence polarization; inhibition, % at 12.5 µM; actives 0.22% (n = 360,000); AID 588549; in the data active = inhibition above about 8.5%, passing the limit was not always enough
# * hit, by the source's call; x = no result given. Compounds were not picked by outcome. Share with any hit: about 4.8%.
# Start of the data: the first 3 records as a preview:
1. Cc1nccn1CC(=O)N/N=C/c1cccc(O)c1
2. CCOc1ccc(N=C/C=C/c2ccccc2)c(O)c1
3. COc1ccc(-c2onc(C)c2-c2cnn(-c3ccccc3)c2)c(O)c1C
assay / entry	1	2	3
FBA Mtb inh	-5	-5	-1
PrPC TRFRET	-5	-6	-4
MazEF act	2	15	-16
BoNT F protease	-8	-72	-2
Rv3671c protease	-4	2	-8
Mtb BioA inh	-1.1	-0.7	x
Mtb UGM inh	1.4	3.2	0.3
GDH-TPI counter	4	-1	11
FadD28 FP inh	-0.7	-0.6	-0.4

# Results, repeating the preview:
1. Cc1nccn1CC(=O)N/N=C/c1cccc(O)c1
2. CCOc1ccc(N=C/C=C/c2ccccc2)c(O)c1
3. COc1ccc(-c2onc(C)c2-c2cnn(-c3ccccc3)c2)c(O)c1C
4. Cc1ccc(NC2=C/C(=N/S(=O)(=O)c3cccs3)c3ccccc3C2=O)cc1C
5. COCCN(Cc1ccccc1)C(=O)c1cccc(S(=O)(=O)N2CCN(c3ccccc3)CC2)c1
6. Cc1ccc(CC(=O)N2CCN(S(=O)(=O)c3ccccc3)CC2)cc1C
7. CCn1c(C)nc2cc(C(=O)NNS(=O)(=O)c3c(F)cc(F)c(Cl)c3F)ccc21
8. CCOc1ccc(CCNC(=O)COC(=O)CCS(=O)(=O)c2ccc(C)cc2)cc1OCC
assay / entry	1	2	3	4	5	6	7	8
FBA Mtb inh	-5	-5	-1	2	1	5	4	4
PrPC TRFRET	-5	-6	-4	7	-2	6	-3	0
MazEF act	2	15	-16	10	-3	-9	0	-16
BoNT F protease	-8	-72	-2	-5	8	-10	-10	5
Rv3671c protease	-4	2	-8	-1	-4	-1	-11	-9
Mtb BioA inh	-1.1	-0.7	x	-1.2	-2.0	x	0.4	-2.5
Mtb UGM inh	1.4	3.2	0.3	-0.3	2.8	-0.4	-0.4	1.9
GDH-TPI counter	4	-1	11	2	7	3	20	-4
FadD28 FP inh	-0.7	-0.6	-0.4	-1.1	-0.4	-2.4	-2.0	0.8

9. CCCn1c(C(=O)OC)cc2c1ccn2-c1ccc(F)cc1
10. COc1ccccc1CCNC(=O)C(=O)NCC1OCCN1S(=O)(=O)c1ccccc1 (stereo not given)
11. COc1ccc(NC(=O)NN2CCN(C)CC2)c(OC)c1
12. COc1ccc(CNC(=S)N/N=C(\C)c2ccc(OC)cc2)cc1
13. COc1ccccc1CN(C)CC(=O)Nc1cccc(S(=O)(=O)N2CCCC2)c1
14. COc1ccccc1N1C(=O)C2C3C=CC(C3)C2(C)C1=O (stereo not given)
15. Nc1nc(N2CCN(C(c3ccccc3)c3ccccc3)CC2)n[nH]1
16. O=C(CSc1nnc(NC2CC2)s1)Nc1ccc(N2CCOCC2)cc1
assay / entry	9	10	11	12	13	14	15	16
FBA Mtb inh	-2	-1	5	0	2	0	-1	-1
PrPC TRFRET	-3	5	5	2	6	0	2	-1
MazEF act	-10	5	7	2	-11	5	-17	-1
BoNT F protease	-5	1	-8	-9	2	-8	-4	-4
Rv3671c protease	5	-3	1	3	-1	1	-3	-13
Mtb BioA inh	1.6	-0.9	-0.4	-0.1	0.9	-1.4	x	-0.3
Mtb UGM inh	-0.9	-2.5	-0.4	-1.3	-0.6	-2.4	0.5	3.8
GDH-TPI counter	1	9	-11	18	5	-5	1	6
FadD28 FP inh	-2.3	-3.9	1.1	-1.2	-2.4	-2.5	-1.1	0.3

17. Cc1cc2oc(=O)cc(-c3cc4ccccc4o3)c2cc1OC(=O)N(C)C
18. CCCn1nnnc1NCc1cccc(OC)c1OCC
19. Cc1ccc(S(=O)(=O)CCC(=O)N2CCN(c3ccccc3O)CC2)cc1
20. CC/C(=N\NC(=O)c1cc(C)nc2ccccc12)c1ccc(C)s1
21. Cc1nn(C)cc1NC(=O)c1nn(C)cc1[N+](=O)[O-]
22. COc1ccc(CCNC(=S)N2CCN(S(=O)(=O)c3ccc(F)cc3)CC2)cc1
23. COc1cccc(OC)c1C(=O)Nc1ccccc1N1CCCCC1
24. C[C@@]12C(=O)OC(=O)[C@]1(C)C1CCC2O1
assay / entry	17	18	19	20	21	22	23	24
FBA Mtb inh	7	6	3	0	-2	-1	0	5
PrPC TRFRET	-8	5	-2	5	-18	1	12	41*
MazEF act	20	2	0	3	1	-2	-25	4
BoNT F protease	3	24	6	-32	0	-8	-12	-9
Rv3671c protease	5	2	-4	-3	-7	1	7	2
Mtb BioA inh	-1.2	-2.3	0.5	x	-1.7	x	0.8	0.5
Mtb UGM inh	-0.4	3.9	2.1	-0.6	2.7	x	3.9	3.8
GDH-TPI counter	16	0	12	13	10	1	4	-12
FadD28 FP inh	-3.3	1.2	-1.0	-0.6	-3.8	-4.5	-0.6	-0.5

25. O=C(Nc1ccc(S(=O)(=O)N2CCc3ccccc3C2)cc1)C1CCCO1 (stereo not given)
26. O=C(CC1Nc2ccccc2NC1=O)Nc1cc(Cl)cc(Cl)c1 (stereo not given)
27. COc1cccc(Cn2cccc(NC(=O)Nc3cccc(C#N)c3)c2=O)c1
28. O=C(c1cccs1)N1CCCC(c2nc(-c3ccc(F)cc3)no2)C1 (stereo not given)
29. O=C(O)C1=CC[C@@H](c2ccc(Cl)cc2)N(S(=O)(=O)c2ccc(Cl)cc2)[C@H]1c1ccc(F)cc1
30. CC(=O)N1CCN(c2ccc(NC(=S)NC(=O)COc3ccc(C(C)(C)C)cc3)cc2)CC1
31. CCN(CC(=O)Nc1ccccc1OC)C(=O)CSCC(=O)Nc1ccc(OC)cc1
32. COc1ccc(CCN2C(=S)N(C)C(=O)C2CC(=O)Nc2ccc(OC)cc2)cc1 (stereo not given)
assay / entry	25	26	27	28	29	30	31	32
FBA Mtb inh	-2	2	x	2	-1	-1	-1	-1
PrPC TRFRET	3	1	-3	7	8	11	10	1
MazEF act	3	-1	-12	-7	-4	-8	1	17
BoNT F protease	-10	-8	x	-2	-3	-14	-13	2
Rv3671c protease	-6	-9	-5	1	-10	2	11	-3
Mtb BioA inh	0.5	x	x	x	4.6	-0.7	x	0.8
Mtb UGM inh	-2.2	-0.5	2.2	1.1	2.5	-4.4	-1.9	-0.2
GDH-TPI counter	0	-1	x	14	5	2	-6	7
FadD28 FP inh	-4.5	-6.5	x	-2.0	-2.6	-0.7	-2.0	-4.1

33. O=C(OCC(=O)N1CCCC1)c1ccc(OC(F)(F)F)cc1
34. O=C(C/C=N/OCc1c(Cl)cccc1Cl)c1cnc(-c2ccccc2)s1
35. O=C(NC1CCCCCC1)c1ccc(CN2CCOCC2)cc1
36. CCCCOC(=O)C1CN(c2ccccc2)N=C1C(=O)OCC (stereo not given)
37. COc1cccc(-c2sc3ccc(OC)cc3c2C#CC(C)(C)O)c1
38. Cc1oncc1C(=O)N1CCCC(CO)(Cc2ccc(F)cc2F)C1 (stereo not given)
39. CS(=O)(=O)c1ccc2nc(NC(=O)c3cc4ccccc4o3)sc2c1
40. Cc1cc(NC(=O)COC(=O)c2oc3c(Cl)cccc3c2C)no1
assay / entry	33	34	35	36	37	38	39	40
FBA Mtb inh	4	-3	1	10	12	-6	5	2
PrPC TRFRET	6	4	-1	-3	-3	8	0	7
MazEF act	1	0	1	-3	-1	-5	3	-24
BoNT F protease	-1	-9	-3	15	-3	-1	-12	2
Rv3671c protease	2	-7	7	2	-55	1	9	-15
Mtb BioA inh	x	-0.7	-0.1	x	2.9	0.2	-0.3	0.5
Mtb UGM inh	-2.1	-4.0	-4.0	4.9	4.2	-2.4	0.9	2.4
GDH-TPI counter	4	10	5	15	17	-10	47*	-3
FadD28 FP inh	-1.6	-1.3	0.2	0.5	-4.9	-4.8	-8.3	-1.3

# Record cards, from the list above. Order of values: FBA Mtb inh	PrPC TRFRET	MazEF act	BoNT F protease	Rv3671c protease	Mtb BioA inh	Mtb UGM inh	GDH-TPI counter	FadD28 FP inh
# `O=C(NC1CCCCCC1)c1ccc(CN2CCOCC2)cc1` in the list: 1	-1	1	-3	7	-0.1	-4.0	5	0.2
# `Cc1cc(NC(=O)COC(=O)c2oc3c(Cl)cccc3c2C)no1` in the list: 2	7	-24	2	-15	0.5	2.4	-3	-1.3
# `Cc1oncc1C(=O)N1CCCC(CO)(Cc2ccc(F)cc2F)C1` (stereo not given) in the list: -6	8	-5	-1	1	0.2	-2.4	-10	-4.8

# (cont.)
41. COc1ccc2cc(CCNC(=O)c3ccc(S(=O)(=O)N4CCCC4)cc3)c(=O)[nH]c2c1
42. COCC(C)N1CCC(n2nccc2NC(=O)c2ccc3c(c2)OCO3)CC1 (stereo not given)
43. CCN1CCN(c2cc(C)c3cc(NC(=O)Cc4ccccc4OC)ccc3n2)CC1
44. COc1ccc(NS(=O)(=O)c2cccc(C(=O)N/N=C/c3cn(-c4ccccc4)nc3-c3ccccc3)c2)cc1
45. O=C(CSc1nnnn1Cc1ccccc1)NCCc1ccccc1
46. CCOc1ccc(CCNC(=O)c2cc3c(C)nccc3[nH]c2=O)cc1OCC
47. CC(C)OC(=O)C(CC(=O)O)N1CCOCC1 (stereo not given)
48. CCc1cccc(OCC2Cn3c(nc4c3c(=O)[nH]c(=O)n4C)O2)c1 (stereo not given)
assay / entry	41	42	43	44	45	46	47	48
FBA Mtb inh	2	0	3	-1	1	1	0	1
PrPC TRFRET	-1	2	-11	15	-4	-1	-5	-2
MazEF act	1	7	2	-7	-1	0	11	8
BoNT F protease	-5	-7	-15	-3	-2	-7	0	2
Rv3671c protease	-10	-10	-2	8	-4	-8	-9	3
Mtb BioA inh	1.8	-2.0	-2.3	-3.7	-0.2	x	4.0	0.2
Mtb UGM inh	0.0	-1.6	0.2	2.0	0.1	-3.7	0.1	5.5
GDH-TPI counter	5	-1	10	2	-4	30	-1	8
FadD28 FP inh	-0.7	x	-4.3	2.8	-5.0	-3.9	-1.9	-4.5

49. Nc1cc(=O)[nH]c(SCc2nnnn2-c2ccc(Cl)cc2)n1
50. Cc1cc(C)c(C(=O)CSc2nnc(N)s2)cc1C
51. CNC(=O)/C(C#N)=C/c1cn(CC(=O)NCc2ccco2)c2ccccc12
52. O=C(NC(c1ccccc1)c1cnccn1)C1CCN(Cc2ccc(Cl)c(Cl)c2)CC1 (stereo not given)
53. Cc1ccc(Cl)c(OCC(=O)NC2CCN(Cc3ccccc3)CC2)c1
54. CC(C#CCN1CCCCC1)OCCOCc1ccccc1 (stereo not given)
55. COc1cc(NC(=O)CSc2ccc(-c3ccccn3)nn2)cc(OC)c1
56. O=C(CCN1CCCCCC1)Nc1ccc(F)c(F)c1
assay / entry	49	50	51	52	53	54	55	56
FBA Mtb inh	3	-1	-1	7	5	-1	1	0
PrPC TRFRET	7	-3	-11	-16	-2	-8	7	-1
MazEF act	-4	12	4	x	-1	4	6	3
BoNT F protease	-7	-6	-1	1	-29	-2	-5	-4
Rv3671c protease	-19	2	-3	x	5	-2	-1	1
Mtb BioA inh	0.1	0.2	-0.5	2.2	x	0.0	-1.6	3.0
Mtb UGM inh	0.5	-2.3	4.5	x	-2.3	-2.3	-0.6	-0.6
GDH-TPI counter	-10	11	29	8	8	7	-4	0
FadD28 FP inh	-4.7	1.5	-3.0	1.3	0.6	1.8	-4.1	-5.0

57. Cc1ccccc1NC(=O)c1sc2nc3c(c(-c4ccco4)c2c1N)CCC3
58. CCCC(C)NC(=O)Cc1ccccc1[N+](=O)[O-] (stereo not given)
59. C#CCOCCOCCOCCNc1nc(N2CCN(C(=O)[C@H](CCC(=O)O)n3cc(C(N)Cc4ccc(O)cc4)nn3)CC2)nc(N2CCN(C(=O)[C@H](Cc3cc4ccccc4[nH]3)n3cc(C(N)[C@H](C)CC)nn3)CC2)n1 (stereo not given in full)
60. COc1ccc(N2CCN(S(=O)(=O)c3cn(C)c(=O)n(C)c3=O)CC2)cc1
61. CC1C(=O)N(Cc2cn(CCC3OCCCO3)nn2)CCS(=O)(=O)N1Cc1ccc(-c2ccc(F)nc2)cc1 (stereo not given)
62. COc1ccccc1N1CCN(CC(O)c2ccccc2)CC1 (stereo not given)
assay / entry	57	58	59	60	61	62
FBA Mtb inh	-4	1	1	1	1	-1
PrPC TRFRET	-6	-2	x	-7	-11	-7
MazEF act	3	5	8	2	7	4
BoNT F protease	5	-5	-20	-6	0	6
Rv3671c protease	5	-4	2	6	x	-5
Mtb BioA inh	-1.6	x	9.1	x	0.9	2.6
Mtb UGM inh	0.3	-1.1	-0.8	-0.3	x	0.6
GDH-TPI counter	14	3	7	4	1	-5
FadD28 FP inh	0.3	-1.5	-3.8	-0.7	-2.3	-1.3
